MEKK3 PB1 HTS = MEKK3-MEK5 PB1 interaction, increase or decrease. bead-based flow cytometry, Alexa488-MEK5 binding to MEKK3; actives lie on both sides; 0 = blocked by unlabeled MEK5, 100 = vehicle. binding response (% of control), % at 10 µM. 1.4% of 290,000 active;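 active = binding response more than 3 SD above or below the average of its plate-row segment, actives on both sides; inconclusive = wells at one plate position flagged as instrument error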;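 also: Alexa488 bead fluorescence after subtracting the streptavidin-only scavenger bead signal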
pCIP destab = lowers stability of the mouse p/CIP coactivator protein. Q05BA5. F442A p/CIP-EGFP cells, EGFP fluorescence, 16 h. decrease of EGFP signal, % at 10 µM. 0.01% of 290,000 active. AID 1984;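 active = EGFP signal decrease of at least 30% at 10 µM or well 3 SD below plate mean, unless failing retest; inactive = the rest, including hits failing retest or dose response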; also: some compounds called inactive have numbers as strong as hits; many of its hits are not listed in these tables
Target sequence (Q05BA5 1-1403): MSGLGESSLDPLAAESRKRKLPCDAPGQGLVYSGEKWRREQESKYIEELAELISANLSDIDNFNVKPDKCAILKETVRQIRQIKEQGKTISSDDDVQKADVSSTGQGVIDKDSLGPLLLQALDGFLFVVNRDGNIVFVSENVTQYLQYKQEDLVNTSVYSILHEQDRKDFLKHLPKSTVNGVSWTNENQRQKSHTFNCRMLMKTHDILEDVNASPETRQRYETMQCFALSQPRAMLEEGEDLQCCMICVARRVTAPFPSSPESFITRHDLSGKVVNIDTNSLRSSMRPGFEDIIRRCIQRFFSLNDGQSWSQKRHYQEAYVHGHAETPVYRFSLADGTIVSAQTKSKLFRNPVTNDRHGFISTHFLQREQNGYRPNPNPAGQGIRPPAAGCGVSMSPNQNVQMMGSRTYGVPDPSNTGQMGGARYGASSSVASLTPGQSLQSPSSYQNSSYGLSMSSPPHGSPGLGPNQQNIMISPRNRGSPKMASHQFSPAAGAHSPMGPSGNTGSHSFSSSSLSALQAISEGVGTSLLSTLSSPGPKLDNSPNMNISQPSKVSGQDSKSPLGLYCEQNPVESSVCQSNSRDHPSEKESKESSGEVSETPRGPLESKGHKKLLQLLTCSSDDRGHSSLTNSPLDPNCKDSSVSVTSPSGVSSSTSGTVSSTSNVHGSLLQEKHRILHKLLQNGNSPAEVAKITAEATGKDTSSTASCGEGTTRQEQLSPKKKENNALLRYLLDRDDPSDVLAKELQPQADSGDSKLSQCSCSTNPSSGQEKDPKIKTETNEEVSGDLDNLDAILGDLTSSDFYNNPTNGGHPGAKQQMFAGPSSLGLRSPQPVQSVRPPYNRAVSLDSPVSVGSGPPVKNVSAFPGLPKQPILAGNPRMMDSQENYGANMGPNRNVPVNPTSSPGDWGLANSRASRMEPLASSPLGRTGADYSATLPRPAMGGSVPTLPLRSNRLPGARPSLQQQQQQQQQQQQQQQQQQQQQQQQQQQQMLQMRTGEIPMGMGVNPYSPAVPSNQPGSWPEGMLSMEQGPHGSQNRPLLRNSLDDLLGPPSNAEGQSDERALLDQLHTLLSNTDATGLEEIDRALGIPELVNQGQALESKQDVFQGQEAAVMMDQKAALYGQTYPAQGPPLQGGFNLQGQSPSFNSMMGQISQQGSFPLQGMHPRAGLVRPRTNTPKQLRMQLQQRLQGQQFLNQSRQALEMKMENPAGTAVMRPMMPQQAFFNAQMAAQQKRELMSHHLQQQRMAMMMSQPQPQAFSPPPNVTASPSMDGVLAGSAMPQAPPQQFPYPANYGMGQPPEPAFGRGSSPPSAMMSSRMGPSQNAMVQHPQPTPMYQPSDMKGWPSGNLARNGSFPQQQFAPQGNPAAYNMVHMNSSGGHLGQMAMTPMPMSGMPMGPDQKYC
CRFR2-BP ag = CRF-BP/CRF-R2 complex agonism; HEK293 CRF-R2/CRF-BP, calcium dye fluorescence (FLIPR); percent of saturating CRF peptide response; activation, % at 13.2 µM; 0.46% of 350,000 active; AID 588473;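 active = activation of at least 50%, plus an integration ratio under a set limit after plate pattern correction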;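 also: plate controls were neutral control wells without compound for no effect and CRF at EC100 for full effect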
PHOSPHO1 block = blocks human PHOSPHO1 phosphatase activity; Q8TCT1; recombinant PHOSPHO1, absorbance phosphatase assay; inhibition, % at 13.3 µM; 1.1% of 290,000 active; in the data active = inhibition above about 60%
GalR3 antag = human GalR3 antagonism. 0.44% of 360,000 active. HEK293 GalR3-CNG cAMP membrane potential fluorescence; galR3 body fused to GalR1 C-terminus. O60755. inhibition, % at 3 µM;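 active = inhibition above the screen-wide average plus 3 SD, cut at about 13% in these data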;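 also: forskolin and galanin both at EC90 stimulate the cells; cAMP rise reported by CNG channel membrane potential dye signal; 0% = forskolin plus galanin with DMSO and 100% = forskolin alone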
CRFR2-BP antag = CRF-BP/CRF-R2 complex antagonism; 0.59% of 350,000 active; inhibition, % at 11.8 µM; AID 588475; HEK293 CRF-R2/CRF-BP, CRF-induced calcium fluorescence;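 active = inhibition of the ligand-induced calcium signal above about 50% at the single tested concentration, limit read from the data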
IDE act = boosts human insulin-degrading enzyme activity in HEK cells. FAbeta-B cleavage, fluorescence polarization; 0% vehicle, 100% cell-free pure enzyme wells. activation, % at 5.96 µM. 0.073% of 340,000 active. AID 493087;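 active = activation above the mean of all tested compounds plus 3 SD, set per screening campaign, cut at about 17% in these data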
CHRM4 PAM = CHRM4 positive allosteric modulation. 0.4% of 360,000 active. CHO-K1 hM4/Gqi5, Fluo-8 calcium fluorescence, ACh EC20; 0% = ACh EC20, 100% = maximal ACh. activation, % at 3 µM;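 active = activation above its plate's cutoff, the mean activation of sample wells plus 3 SD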; also: some results filed as inactive read as strong as hits
IDE cell inh = cellular human IDE inhibition | inhibition, % at 5.59 µM | HEK cells, FAbetaB cleavage, fluorescence polarization | P14735 | 0.41% of 320,000 active;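 active = percent inhibition above the average of all tested compounds plus 3 SD, set per screening campaign, cut at about 16% in these data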;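 also: IDE supplied by intact live HEK cells; FP after avidin binding of uncleaved biotin substrate so inhibition keeps polarization high; 0% = DMSO wells and 100% = 60 µM reference IDE inhibitor Ii1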
The depositor's hits bear a star; ? = inconclusive; . = not tested or not shown.

SMILES | MEKK3 PB1 HTS | pCIP destab | CRFR2-BP ag | PHOSPHO1 block | GalR3 antag | CRFR2-BP antag | IDE act | CHRM4 PAM | IDE cell inh
CC(=O)c1cccc(CN2CCC(n3nccc3NC(=O)CCOc3ccccc3)CC2)c1 | 104.0 | 7.5 | -2.6 | 14.5 | -2.6 | -8.4 | -4.5 | 4.7 | 4.9
COc1ccc(C(=O)NC(=O)COC(=O)c2ccc3ncsc3c2)cc1 | 90.0 | -6.0 | . | -4.0 | . | . | . | . | -1.3
COc1ccc(Br)cc1CNc1ccc2[nH]c(=O)[nH]c2c1 | 99.0 | -3.3 | 4.3 | 32.2 | -4.3 | 14.8 | 1.3 | -0.6 | 1.0
CCCCCCn1c(CN2CCN(Cc3ccccc3)CC2)nc2c1c(=O)n(C)c(=O)n2C | 107.0 | 5.6 | 0.4 | -6.9 | -3.7 | -15.2 | 4.1 | -1.1 | -2.2
Cc1cccc(NC(=S)N(CCN(C)C)C(C)c2ccccn2)c1 (stereo unspecified) | 94.0 | -9.1 | 0.9 | 12.8 | -2.7 | 9.6 | -1.1 | 7.9 | -1.8
CCC1=C(OC(=O)N(CC)CC)N2C(=O)OC(=NCCOC)[C@]2(Cc2ccccc2)[C@H]2C1=CC[C@H]1C(=O)NC(=O)[C@H]12 | 116.0 | -3.9 | -1.3 | 39.7 | -2.5 | 4.7 | 2.5 | 9.3 | 2.6
CC(C)(C)c1ccc(NC(=O)COC(=O)C2=COCCO2)cc1 | 99.0 | -12.8 | 0.6 | -9.4 | -2.9 | -11.9 | 3.8 | 3.9 | -2.4
Cc1c([N+](=O)[O-])cc(C(=O)Nc2ccc3ncccc3c2)cc1[N+](=O)[O-] | 97.0 | 6.2 | -0.8 | -23.5 | -2.3 | -10.3 | -0.4 | -7.0 | 1.5
O=C(COc1cccc2c1CCNC2=O)Nc1cccc(F)c1 | . | . | 4.0 | . | 0.3 | -8.8 | 3.6 | 7.6 | -11.3
COc1ccc(CCNC(=O)c2ccc(CS(=O)Cc3ccc(C)cc3)o2)cc1OC (stereo unspecified) | 99.0 | 0.4 | -0.7 | 3.8 | -7.0 | -5.7 | 5.4 | -4.1 | -1.4
Cc1cc(O)c(C=Nc2ccc(N3CCOCC3)cc2)c(C)c1Cl | 103.0 | -3.5 | 3.9 | 40.8 | -5.3 | -9.0 | -1.4 | 3.9 | -2.9
Cc1ccc(C)c(N2N=C(C(=O)O)CCC2=O)c1 | 91.0 | -17.3 | -1.0 | -0.3 | -0.8 | 1.0 | 3.2 | -2.1 | 8.6
O=C(N=C1SC2CS(=O)(=O)CC2N1c1cccc(Cl)c1)C1CCCO1 (stereo unspecified) | 98.0 | 7.6 | 1.2 | -16.8 | -8.0 | -1.1 | 6.1 | -1.1 | 5.7
Cc1ccc(CSc2nnc(CCCCCNC(=O)OC(C)(C)C)o2)cc1 | 97.0 | -13.5 | 2.9 | 36.2 | 2.6 | -8.1 | 1.6 | -12.3 | 9.1
CN(C(=O)c1cccc(NC(=O)Cc2ccc([N+](=O)[O-])cc2)c1)C1CC1 | . | . | 0.3 | . | -5.6 | 8.2 | 1.0 | 0.5 | -1.4
Cc1cc(N2CCN(C)CC2)nc2ccc(NC(=O)CCC(=O)N3CCN(c4ccc([N+](=O)[O-])cc4)CC3)cc12 | 104.0 | -4.3 | -0.1 | -4.3 | -9.7 | 14.3 | -0.2 | -6.1 | 4.3
O=C(Cn1c(=O)[nH]c2ccccc2c1=O)Nc1cccnc1 | 97.0 | -7.0 | -0.5 | 34.4 | -7.8 | 6.3 | 1.2 | 5.0 | 8.6
Cc1cc(C(=O)COC(=O)c2cc(O)c3ccccc3c2O)c(C)n1CC1CCCO1 (stereo unspecified) | 96.0 | -2.9 | 2.6 | -11.2 | . | -10.1 | 9.2 | -3.2 | .
CC(=O)N1CCN=C1SCc1cccc(C)c1 | 98.0 | -5.9 | -1.7 | 38.2 | -1.1 | 0.2 | 7.7 | 9.5 | 1.9
Cc1cc2c(cc1S(=O)(=O)N(C)c1ccccc1)n(C)c(=O)n2C | 101.0 | -4.8 | -1.1 | . | -10.1 | -4.8 | 0.6 | -17.1 | -0.7

Arranged by length of the SMILES (descending): part of the list above.
SMILES | MEKK3 PB1 HTS | pCIP destab | CRFR2-BP ag | PHOSPHO1 block | GalR3 antag | CRFR2-BP antag | IDE act | CHRM4 PAM | IDE cell inh
Cc1c([N+](=O)[O-])cc(C(=O)Nc2ccc3ncccc3c2)cc1[N+](=O)[O-] | 97.0 | 6.2 | -0.8 | -23.5 | -2.3 | -10.3 | -0.4 | -7.0 | 1.5
Cc1cc2c(cc1S(=O)(=O)N(C)c1ccccc1)n(C)c(=O)n2C | 101.0 | -4.8 | -1.1 | . | -10.1 | -4.8 | 0.6 | -17.1 | -0.7
Cc1ccc(CSc2nnc(CCCCCNC(=O)OC(C)(C)C)o2)cc1 | 97.0 | -13.5 | 2.9 | 36.2 | 2.6 | -8.1 | 1.6 | -12.3 | 9.1
CC(=O)N1CCN=C1SCc1cccc(C)c1 | 98.0 | -5.9 | -1.7 | 38.2 | -1.1 | 0.2 | 7.7 | 9.5 | 1.9

Next part:
SMILES | MEKK3 PB1 HTS | pCIP destab | CRFR2-BP ag | PHOSPHO1 block | GalR3 antag | CRFR2-BP antag | IDE act | CHRM4 PAM | IDE cell inh
COc1cc(-c2nc3ccccn3c2N)ccc1O | 102.0 | 0.4 | -1.0 | 18.3 | -2.8 | -3.1 | -1.6 | 6.7 | 1.3
COc1ccc(C(=O)OCC(=O)NC23CC4CC(CC(C4)C2)C3)c(O)c1 | . | . | 1.1 | . | -8.4 | -0.3 | . | -6.2 | .
COCCOC(=O)c1c(C)nc(SCC(=O)Nc2cccc3ccccc23)c(C#N)c1-c1ccco1 | 101.0 | -14.3 | 0.7 | -11.5 | -3.2 | -4.2 | 0.0 | 1.9 | 2.3
COc1cccc(NC(=O)c2nc3nc(C)cc(C(F)F)n3n2)c1 | 98.0 | -3.5 | 4.0 | -2.0 | -1.5 | -2.2 | 0.8 | 8.2 | 4.0
CCn1c(SCC(=O)Nc2ccc3c(c2)OCCO3)nnc1C(C)C | 104.0 | 4.5 | 0.0 | 26.1 | -9.3 | 7.3 | -2.8 | 3.0 | -2.4
Cc1csc(NC(=O)c2nc3nccc(C)n3n2)n1 | ? | -9.1 | 1.4 | 22.0 | -5.8 | 1.6 | 2.4 | 3.3 | 6.9
CC(C)(C)NC(=O)Cn1nc(C(F)(F)F)c2c1CCCC2 | 92.0 | -1.4 | -0.8 | 27.9 | -6.6 | 12.1 | 4.3 | 4.1 | 4.6
O=C(CCC(=O)NNC(=O)Nc1ccc(Cl)cc1)NCc1ccccc1 | 98.0 | -8.1 | 0.6 | 8.7 | . | -3.4 | 4.4 | -10.8 | -4.1
Cn1cccc1Cc1nnc(SCC(=O)Nc2ccc(F)cc2)n1-c1ccc(F)cc1 | 102.0 | -14.4 | -2.2 | -9.0 | -2.5 | -10.8 | 3.3 | 3.5 | 6.0
COc1cccc2cc(C(=O)NCc3ccc(C)cc3)c(=N)oc12 | 103.0 | -19.8 | 0.7 | 37.7 | -1.7 | -8.2 | 7.2 | 3.5 | -1.7
N#C/C(=C\c1ccc[nH]1)Sc1nc2ccccc2s1 | 100.0 | -3.0 | 0.6 | 16.4 | -1.4 | 5.8 | -1.5 | -7.9 | 8.9
CCOC(=O)c1c(-c2ccc(C)o2)csc1N | 101.0 | -9.9 | 2.5 | 68.6* | 0.0 | -12.6 | -4.7 | 8.4 | -1.6
COC(=O)c1cc(C(=O)Nc2nnc(CC(C)C)s2)cc([N+](=O)[O-])c1 | 95.0 | -7.1 | -0.4 | 2.5 | -11.4 | -26.4 | 6.6 | -5.2 | -5.6
COc1ccc(NS(=O)(=O)c2ccc(NC(=O)c3ccccc3Br)cc2)nn1 | 99.0 | 2.7 | -1.7 | -4.6 | -2.7 | -3.7 | 2.8 | 2.2 | 5.1
Cc1cccc(NS(=O)(=O)c2ccc(NS(=O)(=O)c3cccs3)cc2)c1 | 100.0 | 6.9 | -0.7 | 19.4 | -5.8 | -6.1 | 2.0 | -0.5 | 3.8
CCN(CC)S(=O)(=O)c1ccc(N2CCOCC2)c(NC(=O)C2CSC3(C)CCC(=O)N23)c1 (stereo unspecified) | 99.0 | 7.3 | 0.0 | 41.4 | -2.3 | 2.8 | 0.9 | -3.7 | 4.2
N#Cc1c(NC(=O)C2CC(c3c(F)cccc3Cl)=NO2)sc2c1CCC2 (stereo unspecified) | 96.0 | 0.7 | 1.5 | -7.9 | -9.0 | -21.6 | 4.4 | 2.3 | 5.1
N#Cc1ccccc1OCC(=O)OCC(=O)c1c[nH]c2ccccc12 | . | . | -0.4 | . | 1.8 | -0.7 | 4.0 | 5.5 | -2.6
COc1cc(/C=C/C(=O)Nc2nnc(CC(C)(C)C)s2)cc(OC)c1OC | 88.0 | 2.1 | -1.4 | 13.4 | -2.5 | -11.9 | -4.4 | 9.5 | 15.0
O=C(NCCOc1ccc(F)cc1)C1CCC(=O)N(CCCN2CCCC2=O)C1 (stereo unspecified) | 101.0 | 5.1 | 0.5 | 49.6 | -2.6 | -0.8 | 0.4 | -0.4 | -7.9
Oc1cccc2c(NC(=S)Nc3ccc(SC(F)F)cc3)cccc12 | 107.0 | -0.4 | 7.0 | -2.2 | -2.0 | 0.0 | 2.2 | 2.4 | 6.0
O=C(NCc1ccccc1Cl)C1CCN(C(=O)c2ccc(F)cc2)CC1 | . | . | -0.7 | . | -9.5 | 6.1 | . | 4.5 | .
COCCN1C(=O)N(c2ccccc2)C(=O)C1CC(=O)Nc1cc(OC)cc(OC)c1 (stereo unspecified) | 106.0 | -2.7 | -2.7 | 25.3 | -8.8 | 3.5 | 6.4 | -8.8 | 0.4
CCC1(C)Cc2c(sc3c2c2ncnn2c2nnc(SCC(=O)NCc4ccco4)n32)CO1 (stereo unspecified) | 111.0 | -6.7 | -0.4 | 65.4* | -0.8 | -13.1 | -0.1 | -16.9 | 6.6
Cc1cc(/C=N/NC(=O)Cn2c3ccccc3c(=O)c3ccccc32)c(C)n1-c1ccc(Cl)cc1 | 99.0 | 5.4 | -1.9 | -8.6 | -7.9 | 0.0 | -1.3 | -7.5 | .
CCC(CC)COC(=O)C(C#N)c1nc2ccccc2nc1N1CCN(CC)CC1 (stereo unspecified) | 104.0 | -7.3 | 1.9 | 25.8 | -5.0 | -44.1 | 1.7 | -4.5 | -0.9
CC1=C(C(=O)N(C)C)C(c2ccc(N3CCOCC3)cc2)NC(=O)N1 (stereo unspecified) | 104.0 | 4.9 | 1.1 | 8.5 | -4.8 | -1.2 | 7.3 | -0.3 | 3.3
COc1ccc(CCNC(=O)c2ccc(-c3cccc([N+](=O)[O-])c3)o2)cc1OC | 102.0 | 17.3 | -2.5 | 30.5 | -5.5 | 1.1 | -2.0 | -5.3 | 4.8
CSc1oc(-c2cccs2)nc1S(=O)(=O)c1ccccc1 | 86.0 | 0.6 | -5.0 | 3.4 | -9.5 | -11.1 | -4.1 | -13.3 | -7.1
CC(CCN1CCC(CN2C(=O)C(=O)NC[C@@H]2Cc2ccccc2)CC1)c1ccccc1 (stereo partly specified) | . | . | 1.1 | . | -5.1 | 5.6 | -0.6 | -4.2 | .
O=C(CCc1c[nH]c2ccccc12)NCc1ccc2c(c1)OCO2 | 99.0 | -2.3 | -6.8 | 61.2* | -3.8 | -1.7 | 7.1 | 11.9 | -5.5
C[C@@H]1CCCCO[C@@H](CN(C)Cc2ccc3c(c2)OCO3)[C@@H](C)CN([C@H](C)CO)C(=O)c2cc(NS(=O)(=O)c3ccccc3)ccc2O1 | . | . | 3.0 | . | -6.6 | -12.8 | . | 0.9 | .

Source: PubChem BioAssay
